# Screening results from PubChem.
# AGP1 TOR yeast – alters AGP1-GFP fluorescence in TOR pathway yeast screen. S. cerevisiae AGP1-GFP multiplex flow cytometry, 3 h; GFP as percent of DMSO wells. GFP response vs DMSO, % at 10 µM. actives 0.02% (n = 320,000). AID 2066;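 active = GFP response relative to DMSO above a set limit, near screen average plus 3 SD, cut at about 150% in these data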;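 note: median GFP channel fluorescence of the gated AGP1 strain per well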
# LAP4-GFP MLPCN – modulators of TOR pathway LAP4-GFP in S. cerevisiae. actives 0.34% (n = 320,000). S. cerevisiae LAP4-GFP multiplex, flow cytometry GFP, 3 h; median GFP as percent of DMSO wells. GFP response vs DMSO, % at 10 µM;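 active = GFP response vs DMSO above a set limit, about the screen mean plus 3 SD, cut at about 150% in these data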
# MEP2-GFP yeast – modulators of TOR pathway MEP2-GFP in S. cerevisiae | S. cerevisiae MEP2-GFP strain, flow cytometry GFP, 3 h; 100% = DMSO control level | GFP response vs DMSO, % at 10 µM | actives 0.51% (n = 330,000);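 active = GFP response versus DMSO above a set limit, roughly screen mean plus 3 SD, cut at about 180% in these data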;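 note: median GFP fluorescence of the barcode-gated MEP2-GFP cells per well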
# GRK2 aptamer HTS – inhibitors of human GRK2 displacing RNA aptamer; inhibition of aptamer binding, % at 10 µM; bead flow cytometry, FAM-aptamer displacement from GRK2; AID 488847; actives 0.59% (n = 330,000); P25098;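 active = inhibition of aptamer binding above 40%, roughly 3 SD of noise, on plates passing a quality check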;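 note: median bead fluorescence of bound FAM aptamer so fluorescent compounds give negative values; no value below 0 was filed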
# Target sequence (P25098 whole entry, looked up): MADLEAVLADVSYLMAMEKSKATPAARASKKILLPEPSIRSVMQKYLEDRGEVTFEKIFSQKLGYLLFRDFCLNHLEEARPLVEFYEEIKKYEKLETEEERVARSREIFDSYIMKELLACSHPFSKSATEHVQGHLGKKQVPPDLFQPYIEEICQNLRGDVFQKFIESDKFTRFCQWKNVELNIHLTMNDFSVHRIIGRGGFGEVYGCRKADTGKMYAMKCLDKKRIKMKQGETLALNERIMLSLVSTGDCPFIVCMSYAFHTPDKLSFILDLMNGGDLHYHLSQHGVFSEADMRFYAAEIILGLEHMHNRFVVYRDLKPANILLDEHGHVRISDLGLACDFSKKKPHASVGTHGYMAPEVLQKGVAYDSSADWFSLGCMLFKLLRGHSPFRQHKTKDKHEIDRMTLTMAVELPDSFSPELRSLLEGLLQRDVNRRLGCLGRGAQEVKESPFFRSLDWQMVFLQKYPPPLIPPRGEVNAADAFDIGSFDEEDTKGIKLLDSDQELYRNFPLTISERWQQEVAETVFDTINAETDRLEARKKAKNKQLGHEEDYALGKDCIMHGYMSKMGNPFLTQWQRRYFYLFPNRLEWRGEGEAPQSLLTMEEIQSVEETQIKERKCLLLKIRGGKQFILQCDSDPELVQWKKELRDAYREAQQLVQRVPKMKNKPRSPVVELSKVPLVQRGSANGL
# VLA-4 inh – inhibition in a human VLA-4 binding assay | VLA-4 expressing cells, ligand binding flow cytometry | actives 0.2% (n = 330,000) | inhibition, % (about 7 µM as worked out from the volumes in the protocol); in the data active = inhibition above about 50%
# CIT2 TOR yeast – modulators of TOR pathway CIT2-GFP in S. cerevisiae; AID 2029; actives 0.065% (n = 320,000); GFP response vs DMSO, % at 10 µM; S. cerevisiae CIT2-GFP strain, flow cytometry, 3 h; 100 means same as DMSO wells;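 active = GFP response relative to DMSO above a set limit, near the screen mean plus 3 SD, cut at about 150% in these data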;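 note: ratio of well median GFP fluorescence to mean of DMSO wells on the plate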
# Yeast superoxide – lowers age-related superoxide in aged yeast cells | S. cerevisiae aged cells, superoxide DHE fluorescence; hits give low values | superoxide response (% of plate mean), % at 10 µM | actives 0.18% (n = 330,000) | AID 2690;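 active = superoxide response under a set limit, about three screen SD below normal, cut at about 65% in these data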;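 note: yeast aged for seven days with compound at 30 °C before DHE staining; 100% = average MFI of all compound-treated wells on the plate with controls excluded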
# RPL19A TOR yeast – modulators of TOR pathway RPL19A-GFP in S. cerevisiae; S. cerevisiae RPL19A-GFP strain, flow cytometry, 3 h; hits give low values; percent response vs DMSO, % at 10 µM; actives 0.3% (n = 330,000); AID 2025;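 active = percent response vs DMSO below 50%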;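 note: median channel GFP fluorescence of the barcoded RPL19A-GFP strain; ratio of sample median GFP to plate DMSO average so 100% = DMSO; lower means less RPL19A-GFP as with rapamycin TOR inhibition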
# Numbers without * were called inactive.
cpd	Molecule	LAP4-GFP MLPCN	CIT2 TOR yeast	RPL19A TOR yeast	Yeast superoxide
1	N#CC(C#N)=C1C=CC=CN1/C(=C\c1ccco1)C(=O)c1ccc(-c2ccccc2)cc1	99	88	98	106
2	O=C(CCc1nnc(CCc2ccccc2)o1)N1CCCCC1CCn1cccn1 (stereo not drawn)	87	100	101	112
3	CC1=NN(c2ccccc2)C(=O)/C1=C\c1cn(C)c2ccccc12	99	98	98	93
4	COc1ccc(C)cc1NC(=O)c1nn(C)c(C(=O)Nc2cc(C)ccc2OC)c1[N+](=O)[O-]	96	98	101	99
5	O=C(CSc1ncccn1)N1CCc2ccccc2C1	97	101	103	102
6	COc1ccc(Cl)cc1CN1C(=O)NC2(CCCCCC2)C1=O	88	87	100	106
7	COc1cc(NC(=O)c2csc(-c3ccncc3)n2)cc(C(=O)Nc2cccc(C(F)(F)F)c2)c1	129	88	93	106
8	Cc1cccc(N2CCN(C(c3ccccc3)c3nnnn3C(C)(C)C)CC2)c1C (stereo not drawn)	103	97	101	101
9	CCOC(=O)c1sc2c(c1C)c(=O)n(CCO)c(=O)n2Cc1ccccc1	88	97	102	97
10	COc1cc(NC(=O)CCS(=O)(=O)c2ccc3c(c2)n(C)c(=O)c(=O)n3C)cc(OC)c1	98	102	98	86

cpd	AGP1 TOR yeast	VLA-4 inh	GRK2 aptamer HTS	MEP2-GFP yeast
1	100	50*	0	99
2	95	-4	0	97
3	96	-7	0	102
4	100	4	1	100
5	103	1	0	101
6	91	12	1	101
7	82	1	1	90
8	101	14	2	111
9	97	7	0	102
10	106	-14	15	98

# (further entries)
cpd	Molecule	LAP4-GFP MLPCN	CIT2 TOR yeast	RPL19A TOR yeast	Yeast superoxide
11	CN(C(=O)c1cnc(N2CCN(c3ncccn3)CC2)c2ccccc12)c1ccc(Cl)cc1	103	104	101	92
12	N=c1sccn1CC(=O)NCCc1ccc(Cl)cc1Cl	87	110	91	108
13	CCNC(=O)NS(=O)(=O)c1cnccc1Nc1cccc(Cl)c1	88	96	101	88
14	Cc1cc(NC(=O)c2ccc(-c3ccccc3[N+](=O)[O-])o2)no1	110	95	96	118
15	Cc1ccccc1S(=O)(=O)NC1OC(=O)C(Cl)=C1Cl (stereo not drawn)	92	94	95	101
16	Cc1cccc(OCC(=O)NNC(=O)C2CCCCC2C(=O)O)c1 (stereo not drawn)	104	106	105	104
17	COC(=O)CSc1nc(N)c(C#N)c(-c2ccco2)c1C#N	101	89	98	107
18	c1ccc(COC2CCCN(Cc3nc(-c4cnccn4)no3)C2)nc1 (stereo not drawn)	93	103	102	91
19	Cc1cccc(C)c1NC(=O)CN(C)C(=O)Cc1cccc(C(F)(F)F)c1	100	104	111	106
20	CCCCOC(=O)Nc1ccc(S(=O)(=O)Nc2ccc([N+](=O)[O-])cc2)cc1	95	98	100	97

cpd	AGP1 TOR yeast	VLA-4 inh	GRK2 aptamer HTS	MEP2-GFP yeast
11	103	-5	0	107
12	101	95*	0	110
13	93	10	0	98
14	97	-5	0	93
15	100	11	0	107
16	106	-20	7	106
17	97	-13	4	104
18	103	10	0	107
19	106	5	0	106
20	101	11	2	103

# Further structures follow:
cpd	Molecule	LAP4-GFP MLPCN	CIT2 TOR yeast	RPL19A TOR yeast	Yeast superoxide
21	O=C(NCc1ccco1)c1ccc(COc2ccc(Cl)cc2)cc1	106	104	105	103
22	CC(=O)C[C@H](O)CC(=O)[C@H]1OC(=O)CCCCCCc2ccccc21	86	87	85	109
23	CN1C(CC(=O)Nc2ccc(Br)cc2)c2ccccc2CC1(C)C (stereo not drawn)	105	91	98	77
24	CCOc1ccc2nc(SCC(=O)N3CCN(C(=O)c4ccco4)CC3)sc2c1	96	90	95	107
25	C=CCN1CN(Cc2ccco2)CNC1=S	90	92	97	112
26	C/C(=N\NC(=O)c1cccnc1)c1cc(C)oc1C	95	101	102	105
27	CCCCOc1ccc(OCCSc2nc3ccccc3n2CC(=O)O)cc1	101	95	95	97
28	O=C(Cc1ccccc1)Nc1ccc(NC(=S)NC(=O)c2ccccc2)cc1	99	103	110	93
29	Cc1ccc(/C=C2\SC(=S)N(CCC(=O)NNC(=O)c3ccc(O)cc3)C2=O)cc1	102	101	103	103
30	CCOC(=O)c1ccc(NC(=O)CSc2nnc(CCc3ccc(C)o3)n2-c2ccccc2)cc1	106	110	103	103

cpd	AGP1 TOR yeast	VLA-4 inh	GRK2 aptamer HTS	MEP2-GFP yeast
21	98	2	10	133
22	82	-7	1	82
23	96	12	0	93
24	93	-5	1	98
25	96	3	0	93
26	100	-12	1	105
27	98	17	4	105
28	102	9	0	105
29	110	-4	6	106
30	106	-4	2	105

# The listing continues:
cpd	Molecule	LAP4-GFP MLPCN	CIT2 TOR yeast	RPL19A TOR yeast	Yeast superoxide
31	CC(Sc1nnc(-c2ccncc2)n1-c1ccc(F)cc1)C(=O)NC1CC1 (stereo not drawn)	88	88	92	115
32	CC1/C(=N/O)CC(c2ccco2)NC1c1ccco1 (stereo not drawn)	99	105	105	94
33	CN(C(=O)CSc1n[nH]c(N)n1)C1CCCCC1	91	85	91	109
34	CC(=O)n1cc([C@@H]2C=C(C(=O)Nc3ccccc3)O[C@H](OCCCCO)C2)c2ccccc21	105	102	99	94
35	CCOc1ccc(CCNC(=O)c2cn(C)c3ccc(S(=O)(=O)N4CCOCC4)cc3c2=O)cc1OCC	83	95	93	77
36	O=C(N=C1SC2CS(=O)(=O)CC2N1c1ccc(OC(F)(F)F)cc1)C1CC1 (stereo not drawn)	87	102	94	88
37	COc1ccc(/C=C2\SC(=S)N(CCCC(=O)N3CCOCC3)C2=O)cc1OC	93	96	102	98
38	CCc1cccc2c(=O)c(C(=O)N3CCOCC3)c[nH]c12	107	120	109	102
39	COc1ccc(/C=C/c2nnc(NC(=O)c3ccco3)s2)cc1	99	91	82	92
40	CCOc1ccccc1NC(=O)N1CCC(C(=O)c2ccc(F)cc2)CC1	112	86	98	105

cpd	AGP1 TOR yeast	VLA-4 inh	GRK2 aptamer HTS	MEP2-GFP yeast
31	95	11	1	95
32	100	27	0	114
33	86	-13	0	88
34	89	7	2	90
35	97	4	0	73
36	95	18	0	98
37	94	-6	1	108
38	112	0	0	100
39	86	10	4	105
40	99	-26	0	98

# Carrying on:
cpd	Molecule	LAP4-GFP MLPCN	CIT2 TOR yeast	RPL19A TOR yeast	Yeast superoxide
41	Cc1ccc(CC(NC(=O)c2ccccc2)C(=O)NC(CC(C)C)C(=O)O)cc1 (stereo not drawn)	97	99	96	104
42	O=[N+]([O-])c1ncccc1OCc1ccccc1Br	117	84	98	91
43	Oc1ccc2ccccc2c1C=NCc1ccccc1	114	79	102	105
44	O=C(O)C1C2C=CC3(CN(C/C=C/c4ccccc4)C(=O)C13)O2 (stereo not drawn)	91	98	98	100
45	c1csc(CNc2ccc3c(c2)OCCO3)c1	95	87	92	90
46	COc1ccc(NC(=O)/C=C/c2ccc3c(c2)OCO3)cc1	100	98	103	94
47	O=C(NCCCCNC(=O)c1ccc(Cl)s1)c1ccc(Cl)s1	112	92	100	97
48	Cc1cc(C)cc(N(CC(=O)NC2CCCCCC2)S(=O)(=O)c2c(C)[nH]c(=O)[nH]c2=O)c1	102	94	101	95
49	CCC(=O)c1ccc(OC(=O)c2cccs2)cc1	101	90	99	90
50	C[C@H](N)c1nnc(SCc2c(Cl)cccc2Cl)o1	101	107	107	94

cpd	AGP1 TOR yeast	VLA-4 inh	GRK2 aptamer HTS	MEP2-GFP yeast
41	100	1	0	100
42	91	-3	0	116
43	89	-17	0	96
44	99	6	3	102
45	93	11	1	96
46	96	12	2	104
47	106	0	0	103
48	101	10	0	95
49	94	0	0	94
50	109	2	3	106

# Marked active in VLA-4 inh, of those listed so far:
nr | Structure | LAP4-GFP MLPCN | CIT2 TOR yeast | RPL19A TOR yeast | AGP1 TOR yeast | VLA-4 inh | GRK2 aptamer HTS | MEP2-GFP yeast
1 | N#CC(C#N)=C1C=CC=CN1/C(=C\c1ccco1)C(=O)c1ccc(-c2ccccc2)cc1 | 99 | 88 | 98 | 100 | 50* | 0 | 99
12 | N=c1sccn1CC(=O)NCCc1ccc(Cl)cc1Cl | 87 | 110 | 91 | 101 | 95* | 0 | 110

# Structures from the list above containing a nitro group on carbon:
cpd	Molecule	LAP4-GFP MLPCN	CIT2 TOR yeast	RPL19A TOR yeast	Yeast superoxide
4	COc1ccc(C)cc1NC(=O)c1nn(C)c(C(=O)Nc2cc(C)ccc2OC)c1[N+](=O)[O-]	96	98	101	99
14	Cc1cc(NC(=O)c2ccc(-c3ccccc3[N+](=O)[O-])o2)no1	110	95	96	118
20	CCCCOC(=O)Nc1ccc(S(=O)(=O)Nc2ccc([N+](=O)[O-])cc2)cc1	95	98	100	97
42	O=[N+]([O-])c1ncccc1OCc1ccccc1Br	117	84	98	91

cpd	AGP1 TOR yeast	VLA-4 inh	GRK2 aptamer HTS	MEP2-GFP yeast
4	100	4	1	100
14	97	-5	0	93
20	101	11	2	103
42	91	-3	0	116

# (continued)
cpd	Molecule	LAP4-GFP MLPCN	CIT2 TOR yeast	RPL19A TOR yeast	Yeast superoxide
51	Cc1cc(C)cc(Nc2nc3ccc(C)cc3n3cnnc23)c1	101	100	103	107
52	COc1ccc2cc(C#N)c(SCC(=O)Nc3nonc3C)nc2c1	92	95	110	101
53	O=C(Nc1nccs1)C(c1ccccc1)N1CCCCC1 (stereo not drawn)	112	106	97	88
54	Nc1nnc(SCC(=O)Nc2sc3c(c2C(=O)c2ccccc2)CCCC3)s1	94	96	100	88
55	Nc1nonc1-n1nnc(C(=O)N/N=C/c2cccc(Cl)c2)c1-c1cccs1	97	97	100	78

cpd	AGP1 TOR yeast	VLA-4 inh	GRK2 aptamer HTS	MEP2-GFP yeast
51	99	16	0	107
52	98	-16	0	105
53	102	-5	61*	186*
54	100	8	0	100
55	96	-4	8	98
